# KLF5 inh: inhibitors of KLF5 expression; AID 1700; DLD-1 KLF5 promoter-luciferase reporter, luminescence; 0.23% of 290,000 active; inhibition, % at 5 µM;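 active = inhibition above a per-plate limit of that plate's mean compound inhibition plus 3 SD, cut at about 60% in these data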;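 note: 0% = DMSO wells and 100% = LY294002 at 200 µM; higher means less KLF5 promoter-driven luciferase light; inactives centre near -14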
# GSK3 alpha inh: human GSK-3 alpha kinase inhibition | P49840 | ADP-Glo luminescence, 60 min | inhibition, % at 10 µM | 0.1% of 320,000 active | AID 2650;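 in the data active = inhibition above about 50%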;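 note: GST-tagged GSK-3 alpha with peptide substrate and 25 µM ATP; 0% = DMSO neutral wells and 100% = GW8510 positive control wells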
# Target sequence (P49840 whole entry, looked up): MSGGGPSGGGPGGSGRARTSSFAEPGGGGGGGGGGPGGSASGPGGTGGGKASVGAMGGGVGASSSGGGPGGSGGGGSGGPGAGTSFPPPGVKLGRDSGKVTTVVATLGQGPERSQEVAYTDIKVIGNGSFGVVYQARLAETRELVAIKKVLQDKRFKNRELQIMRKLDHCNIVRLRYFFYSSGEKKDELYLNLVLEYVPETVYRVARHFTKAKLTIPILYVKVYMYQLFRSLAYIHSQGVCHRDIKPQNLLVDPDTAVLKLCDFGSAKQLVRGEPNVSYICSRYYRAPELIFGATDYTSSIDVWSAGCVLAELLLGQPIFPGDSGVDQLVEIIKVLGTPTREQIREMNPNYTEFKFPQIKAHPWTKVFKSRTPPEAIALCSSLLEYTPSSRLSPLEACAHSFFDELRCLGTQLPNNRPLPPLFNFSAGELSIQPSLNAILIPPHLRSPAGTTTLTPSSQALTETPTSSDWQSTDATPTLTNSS
# HSF1 inh: HSF1 inhibition; NIH3T3-HGL HSE-luciferase, MG132-induced, luminescence 8 h; stronger effect = lower value; activity change, negative = inhibition, % at 7.5 µM (by protocol); 0.77% of 300,000 active;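 active = more than half of replicate wells show activity change below -50%, luminescence cut by over half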;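 note: luciferase reports HSF-1 transcriptional activity via heat shock element; 0% = median of DMSO wells and -100% = zero luminescence signal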
# HSF1 activator: increases HSF-1 driven luciferase reporter signal; NIH3T3-HGL HSF-1 luciferase reporter, MG132, 8 h; 100% = twice DMSO control signal; activation, % at 9 µM; 1.7% of 300,000 active; AID 504408;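 active = mean replicate activation of at least 50% with a set share of replicates each reaching 50%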;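 note: 0% = median of the neutral control wells and 100% = twice that signal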
# aSyn UTR inh: 5' untranslated region of α-synuclein, MLPCN primary screen; 0.82% of 300,000 active; alpha-synuclein 5'UTR reporter, inhibitor activity; inhibition, % (tested at 7.5 µM); in the data active = inhibition above about 60%;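 note: H4 neuroglioblastoma cells stably carrying SNCA 5'UTR luciferase fusion; 0% = DMSO wells and 100% = positive control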
# AI-2 QS modul: modulators of Vibrio harveyi AI-2 quorum sensing system; activity change, % at 7.5 µM; Vibrio harveyi JMH597 AI-2 luminescence/OD600 ratio, 9 h; stronger effect = lower value; strain lacks LuxN and CqsS sensors; 0 = neutral-control median; 0.4% of 300,000 active; AID 2094; in the data active = activity change below about -75%, passing the limit was not always enough;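 note: luminescence divided by OD600 gain over 9 h not by final OD600 alone; inactives centre near 13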
# IEC-6 cytotox: counter-screen for KLF5 inhibitors: cytotoxicity in IEC-6 cells; 0.78% of 290,000 active; AID 1825; inhibition, % at 5 µM; IEC-6 cytotoxicity, luminescence viability; in the data active = inhibition above about 22%;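 note: 0% = plate median of test compound wells and 100% = cytotoxic reference compound wells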
# HIF activator: HIF pathway transcriptional activation; activation, % at 7.5 µM (by protocol); U2OS HRE-luciferase reporter, luminescence; normalized: DMSO 0%, desferrioxamine 100%; 0.32% of 300,000 active;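 active = mean activation of at least 10% of the iron chelator positive control signal, with at least half of replicates also reaching 10%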
# GSK3beta inhib: blocks human GSK3beta kinase activity; 0.038% of 300,000 active; activity score (negative = inhibition), % at 10 µM; AID 2097; P49841; GST-GSK3beta kinase, ADP-Glo luminescence, 60 min; stronger effect = lower value;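 active = more than half of replicate wells score below -50%, meaning over 50% inhibition versus plate controls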;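 note: 0% = median DMSO wells and -100% = median GW8510 positive control wells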
# Target sequence (P49841 whole entry, looked up): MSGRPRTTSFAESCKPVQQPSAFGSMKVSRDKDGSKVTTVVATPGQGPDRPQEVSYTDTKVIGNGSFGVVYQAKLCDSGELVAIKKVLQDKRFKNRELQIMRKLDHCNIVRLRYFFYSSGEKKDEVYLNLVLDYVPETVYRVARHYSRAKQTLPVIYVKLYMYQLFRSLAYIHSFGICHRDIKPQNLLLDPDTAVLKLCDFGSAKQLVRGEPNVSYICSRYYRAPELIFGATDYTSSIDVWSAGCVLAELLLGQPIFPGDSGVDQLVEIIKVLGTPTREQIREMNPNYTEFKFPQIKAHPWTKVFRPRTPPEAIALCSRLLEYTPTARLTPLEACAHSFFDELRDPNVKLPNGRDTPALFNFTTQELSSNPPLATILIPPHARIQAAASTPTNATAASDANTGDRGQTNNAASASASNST
#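 Assay system: GST-tagged human GSK3beta kinase, cell-free; Input: 1.6 ng GSK3beta; Medium: Tris/MgCl2 kinase buffer; Timing: 60 min enzyme reaction, room temperature; Signal: ADP-Glo luminescence quantifying ADP generated by kinase; Evaluation: score relative to plate controls; Benchmarks: DMSO neutral wells and GW8510 at 20 µM as positive.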
# HSP90 inh: inhibitors of HSP90 luciferase refolding in rabbit reticulocyte lysate | luciferase refolding luminescence, 3 h | inhibition, % at 5.6 µM | 0.91% of 290,000 active;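 active = inhibition above the screen-wide mean plus 3 SD, computed separately per campaign, cut at about 16% in these data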;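 note: 0% = DMSO wells and 100% = 60 µM geldanamycin wells; inhibitors lower the luminescence because luciferase stays unfolded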
# Numbers without * were called inactive; . = not tested or not shown. The order is random; overall some 4.7% were active at least once.
SMILES,KLF5 inh,GSK3 alpha inh,HSF1 inh,HSF1 activator,aSyn UTR inh,AI-2 QS modul,IEC-6 cytotox,HIF activator,GSK3beta inhib,HSP90 inh
COc1ccc(OC)c(NC(=O)CN(c2ccc(C)cc2)S(=O)(=O)c2c(C)noc2C)c1,10,-2,0,-9,12,25,-1,-1.4,1,-2
COc1ccc(-c2cc(C(=O)N3CCN(c4ccccc4F)CC3)c3ccccc3n2)c(OC)c1,-14,-1,1,-5,23,29,7,-0.3,-2,8
O=C(NCCCN1CCN(c2ccccc2F)CC1)C1CCC(=O)N1C1CCCCC1 (centres undefined),-12,-1,.,.,14,1,4,-0.7,-1,-2
CSc1nc2c(cc1C#N)CCC2,-15,1,-2,-2,-15,20,-3,-0.1,1,-2
COc1ccc(CNC(=O)Cc2c(C(=O)O)[nH]c3ccccc23)cc1,-4,-7,-9,4,12,16,-6,0.5,4,0
COC(=O)c1ccc(NC(=O)COc2ccc([N+](=O)[O-])cc2)cc1,-39,-1,-10,11,-6,10,-2,-0.2,2,-4
O=C(OCC#CCSc1nnc(-c2cccc3ccccc23)o1)c1ccco1,-5,-2,2,0,8,29,-7,-0.4,3,-3
Cc1cc(=O)oc2cc(NC(=O)c3c(Cl)cnn3C)ccc12,-62,0,13,27,-76,26,3,1.6,-1,-2
CC(=O)NC(=S)Nc1ccc(S(=O)(=O)N(C)Cc2ccccc2)cc1,-24,1,-6,-2,-31,12,-10,0.0,0,1
Cc1ccc2c(C)nc(N/C(N)=N/S(=O)(=O)c3ccc([N+](=O)[O-])cc3)nc2c1,-15,-4,-2,7,-18,20,0,-0.3,-5,-5
COC(=O)/C=C1\SC(=NC(=O)c2ccc(C)cc2)NC1=O,-50,-6,1,3,-8,17,-5,-0.6,4,-5
COc1ccc(OC)c(NC(=S)N2CCC(C(O)(c3ccccc3)c3ccccc3)CC2)c1,-26,0,1,-5,32,32,9,-0.3,7,3
C(=C\c1ccccc1)/CSc1nnc(-c2cccnc2)o1,26,9,12,14,-14,-89*,8,0.5,-7,1
CCOc1ncccc1C(=O)OCC(=O)c1c(N)n(C)c(=O)n(C)c1=O,-3,-2,2,-4,14,15,-10,-0.3,1,1
Cc1nc2ccc(S(=O)(=O)N(C)CC(=O)NCc3ccc(N(C)C)cc3)cc2s1,-3,-1,-2,3,7,19,4,-0.2,0,4
CCCc1nc2nc(C)c(NS(=O)(=O)c3ccc(C4CCCCC4)cc3)c(=O)n2[nH]1,8,-9,4,8,-11,.,-6,-0.5,.,-4
COc1cc(Br)cc2cc(C(=O)NCC3CCCO3)c(=O)oc12 (centres undefined),9,-5,-12,-10,8,19,3,-0.2,1,3
CCOC(=O)C1=C(COC(=O)c2cccc(N(C)C)c2)NC(=O)NC1C (centres undefined),.,0,-8,-8,-136,-8,.,0.2,3,.
CCc1c(O)c(-c2ccccc2)c(=O)n(-c2ccccn2)c1-c1ccccc1,7,-3,-9,7,0,17,4,0.1,4,1
O=C(Nc1ccccc1)Nc1nnc(/C=C/c2ccccc2Cl)s1,-27,-4,6,43,-9,20,-6,0.1,0,-2
CCOCCCNC(=O)CN1C(=O)/C(=C/c2ccccc2C)Sc2ccccc21,-27,-2,2,12,7,6,-5,-0.4,3,1
O=C(/C=C/c1ccco1)N1CCCC(c2ccccc2)C1 (centres undefined),-31,-1,0,-1,9,8,-8,0.0,-1,-3
CCc1cc2cc(C(=O)N3CCN(Cc4ccccc4)CC3)sc2s1,-31,0,.,.,1,-26,1,0.9,0,0
Cn1c(=O)c2c(nc(CN3CCN(C(=O)c4ccco4)CC3)n2CC(=O)C(C)(C)C)n(C)c1=O,1,-3,-6,-11,-8,12,-1,-0.1,-1,-1
CCO[C@H]1OC(C(=O)N2CCOCC2)=C[C@@H](C)[C@@H]1CCCO,-9,-2,-4,-14,26,21,0,-0.2,-1,5

# Reprinted from the part before: 3 entries; new compounds follow.
SMILES,KLF5 inh,GSK3 alpha inh,HSF1 inh,HSF1 activator,aSyn UTR inh,AI-2 QS modul,IEC-6 cytotox,HIF activator,GSK3beta inhib,HSP90 inh
CCc1cc2cc(C(=O)N3CCN(Cc4ccccc4)CC3)sc2s1,-31,0,.,.,1,-26,1,0.9,0,0
Cn1c(=O)c2c(nc(CN3CCN(C(=O)c4ccco4)CC3)n2CC(=O)C(C)(C)C)n(C)c1=O,1,-3,-6,-11,-8,12,-1,-0.1,-1,-1
CCO[C@H]1OC(C(=O)N2CCOCC2)=C[C@@H](C)[C@@H]1CCCO,-9,-2,-4,-14,26,21,0,-0.2,-1,5
CCCC(=O)OCCNc1cc(SCCC(=O)OC)c2nonc2c1[N+](=O)[O-],-27,-3,16,44,-2,26,4,0.9,1,3
Cc1cc2occ(CC(=O)O)c2cc1C,-18,-11,.,.,.,11,5,.,4,1
COc1ccc(CCN2CC(C(=O)NCCc3cnn(C)c3)CCC2=O)cc1 (centres undefined),-12,-2,3,5,9,1,-5,0.2,1,-5
COc1cc(CN2CCN(C(O)(c3ccccc3)c3ccccc3)CC2)cc(OC)c1OC,-25,2,-1,11,17,-25,-7,-31,1,2
CC(=O)Oc1ccc2c(=O)c(N3C(=O)c4ccccc4C3=O)c(C)oc2c1C,-33,3,-5,23,-8,33,2,-0.4,-7,0
CN(Cc1ccccc1F)C(=O)CNC(=O)Cc1cccc2ccccc12,-6,-2,4,-1,-16,30,-7,0.8,-8,-4
C=CCn1c(SCc2nc3ccccc3[nH]2)nnc1-c1cccc(OC)c1,4,1,-2,6,-5,15,13,-0.2,2,1
CCOC(=O)N1CCN(C(=O)Cc2ccc(-n3c(=S)[nH]c4ccccc4c3=O)cc2)CC1,-21,1,-9,-2,31,15,-8,-0.2,3,-2
Clc1ccc(-c2ccnc(Oc3cc(Cl)ccc3Cl)n2)cc1,-15,6,5,11,16,10,3,-0.1,0,1
CN1C(=S)SC(C)(C)C1N(O)C(=O)Nc1ccc(Cl)cc1 (centres undefined),-32,-1,6,2,-21,-10,-1,0.0,1,2
COc1ccccc1CN1CC(C(=O)N(Cc2cnn(C)c2)C(C)C)CCC1=O (centres undefined),-23,-2,4,0,-3,4,3,1.0,0,-8
CCN(Cc1ccccc1)Cc1nnnn1Cc1ccccc1,11,0,-1,5,12,19,2,-0.1,0,4
Cc1ccc(NC(=O)CSc2ccc3c(c2)OCCO3)c(O)c1,-11,-2,22,36,-22,12,-8,-0.6,1,-3
COc1ccc(CNC2c3ccccc3-c3ccccc32)cc1OC,-8,-1,-8,-12,11,6,-5,0.2,1,1
N#CCc1ccc(Oc2ncccn2)cc1,-34,3,-1,-18,-2,28,5,-41,1,-3
O=C(NCCN1CCOCC1)c1cccc(S(=O)(=O)N2CCCC2)c1,0,-2,-3,-3,-15,28,-8,-1.3,2,-4
Cc1cccc(N2C(=O)C3CC3C2=O)c1 (centres undefined),-7,-3,-1,1,-5,16,1,-0.1,1,-3
Cn1nc(C(C)(C)C)cc1C(=O)Nc1nc2c(s1)C(=O)CC(C)(C)C2,1,-4,-5,-6,-7,28,4,-0.3,3,2
COc1ccc(CNC(=O)C(CCSC)NS(=O)(=O)c2ccccc2F)cc1 (centres undefined),-10,-1,-5,-3,-7,20,-1,-1.0,-2,-2
Clc1ccc(N2CCOCC2)nn1,-11,-6,-9,-12,-3,4,-4,-0.8,-1,3
COc1ccc(C2C(C(=O)N3CCCCC3)CCC(=O)N2c2cc(OC)c(OC)c(OC)c2)cc1 (centres undefined),-5,-2,-5,25,-8,23,0,0.1,1,-1
O=C(O)C1C2C=CC(C2)C1C(=O)OCC1CCCO1 (centres undefined),10,1,-6,-4,26,12,0,-0.7,-1,-2
Cc1cc(NC(=O)NCc2ccccc2)c(=O)n(Cc2ccccc2F)c1,-11,-2,1,3,-3,18,5,1.2,-1,4

# Complete entries, quoted from the list. Values in the order: KLF5 inh | GSK3 alpha inh | HSF1 inh | HSF1 activator | aSyn UTR inh | AI-2 QS modul | IEC-6 cytotox | HIF activator | GSK3beta inhib | HSP90 inh
# Entry for CN1C(=S)SC(C)(C)C1N(O)C(=O)Nc1ccc(Cl)cc1 (centres undefined) : -32 | -1 | 6 | 2 | -21 | -10 | -1 | 0.0 | 1 | 2
# Entry for O=C(NCCN1CCOCC1)c1cccc(S(=O)(=O)N2CCCC2)c1 : 0 | -2 | -3 | -3 | -15 | 28 | -8 | -1.3 | 2 | -4
# Entry for COc1ccccc1CN1CC(C(=O)N(Cc2cnn(C)c2)C(C)C)CCC1=O (centres undefined) : -23 | -2 | 4 | 0 | -3 | 4 | 3 | 1.0 | 0 | -8
# Entry for C=CCn1c(SCc2nc3ccccc3[nH]2)nnc1-c1cccc(OC)c1 : 4 | 1 | -2 | 6 | -5 | 15 | 13 | -0.2 | 2 | 1
# Entry for Cc1cc(NC(=O)NCc2ccccc2)c(=O)n(Cc2ccccc2F)c1 : -11 | -2 | 1 | 3 | -3 | 18 | 5 | 1.2 | -1 | 4

# Some of these compounds in order of SMILES length, falling.
SMILES,KLF5 inh,GSK3 alpha inh,HSF1 inh,HSF1 activator,aSyn UTR inh,AI-2 QS modul,IEC-6 cytotox,HIF activator,GSK3beta inhib,HSP90 inh
COc1ccccc1CN1CC(C(=O)N(Cc2cnn(C)c2)C(C)C)CCC1=O (centres undefined),-23,-2,4,0,-3,4,3,1.0,0,-8
COc1ccc(CCN2CC(C(=O)NCCc3cnn(C)c3)CCC2=O)cc1 (centres undefined),-12,-2,3,5,9,1,-5,0.2,1,-5
Cc1cccc(N2C(=O)C3CC3C2=O)c1 (centres undefined),-7,-3,-1,1,-5,16,1,-0.1,1,-3

# Source: PubChem
